mHTT CaM bind = mHTT-calmodulin interaction abrogation; inhibition, % at 15 µM; P42858; 190,000 tested, 3.6% active; AlphaScreen His-mHTT/GST-CaM binding, luminescence;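 note: 0% = both proteins with DMSO and 100% = one protein alone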
Pf apPOL block = Pf-apPOL DNA polymerase inhibition | inhibition, % at 10 µM | Recombinant Pf-apPOL, molecular beacon fluorescence, 1.5 h | 210,000 tested, 0.25% active
* hit, by the source's call; . = no result given; & = joins results of further samples. Cut-off read from the data, not from the text of the source: active = inhibition above about 50%; inactive = the rest. An unsorted share of the library. About 3.7% of those tested had a hit in this group.

SMILES	mHTT CaM bind	Pf apPOL block
O=C(CSc1nc2ccc([N+](=O)[O-])cc2s1)c1ccc(F)cc1	-12.6&11.0&-0.5	1.2&-4.9&9.6
COC(=O)c1cccc(C(=O)Nc2ccc(Cl)cc2F)n1	-6.7	-6.1
Cc1noc(-c2cccs2)c1C(=O)N1CCC(Cc2ccccc2)CC1	71.2*	1.7
Cc1c(C(=O)N2CCC(C)CC2)oc2ccc(S(=O)(=O)N3CCCC3)cc12	9.0	-1.0
Cc1cccc(NS(=O)(=O)c2cc3n(c2)CCN(C)C3=O)c1C	-3.1	-3.4
O=C(c1ccc(F)cc1)N1CCc2nc(-c3ccccc3)ncc2C1	-0.2	0.2
COc1ccc(N2CCN(c3ncc4c(n3)CCN(Cc3ccccc3OC)C4)CC2)cc1	52.5*	-4.6
CCCC(=O)Nc1ccccc1-c1ccccc1	-3.4	10.3
Cc1cc(O)cc(C)c1NC(=NS(=O)(=O)c1ccccc1)c1ccccc1	2.0	-2.4
CC(C)S(=O)(=O)c1csc(C(=O)O)c1	.	-14.4
Cn1cccc1C(=O)N1CCc2c(nc(-c3ccc(F)cc3)[nH]c2=O)C1	-0.2	-0.3
CCCCNc1cccc2c1S(=O)(=O)N[C@@H](CC(C)C)CO2	-1.8	-4.1
Cc1nnc(SCc2nc(-c3ccccc3)oc2CSc2nnc(C)c(=O)[nH]2)[nH]c1=O	25.0	-0.9
O=C1c2cccc([N+](=O)[O-])c2C(=O)N1CN1CCOCC1	0.0	-0.2
COc1ccc(CC(=O)c2ccc(O)c(CN3CCCCC3C)c2O)cc1 (configuration not stated)	15.2	-47.9
NNc1nnc(-c2ccccc2)c(-c2ccccc2)n1	100.1*	1.4
COc1cc(OC)c(OC)cc1C=C1Oc2c(ccc3c2CN(CCN2CCOCC2)CO3)C1=O	30.5	-9.4
Cc1ccc(N2C(=O)NC(=O)/C(=C\c3ccc(OCC(=O)O)c(Br)c3)C2=O)cc1	2.0	-7.6
O=S(=O)(c1ccccc1Br)N(Cc1cn(CC2CCCCC2)nn1)C1CC1	3.4	-1.2
O=C(c1cncc(Br)c1)N1CCC(Cc2nnc(-c3ccccc3)o2)CC1	2.7	-0.6
CCOc1ccccc1NC(=O)CSc1nnc(-c2cccnc2)o1	-3.7	-6.9
COc1ccc(NC(=O)Nc2nccn(-c3cccc(Cl)c3)c2=O)cc1OC	-11.7	-5.1
CCS(=O)(=O)N1CCCc2cc(NS(=O)(=O)Cc3ccccc3Cl)ccc21	-9.4	0.0
CC1CC(C)CN(Cc2c(O)ccc3c2OC(=Cc2ccncc2)C3=O)C1 (configuration not stated)	4.1	-7.9

14 neighbouring compounds already listed:
SMILES	mHTT CaM bind	Pf apPOL block
Cn1cccc1C(=O)N1CCc2c(nc(-c3ccc(F)cc3)[nH]c2=O)C1	-0.2	-0.3
CCCCNc1cccc2c1S(=O)(=O)N[C@@H](CC(C)C)CO2	-1.8	-4.1
Cc1nnc(SCc2nc(-c3ccccc3)oc2CSc2nnc(C)c(=O)[nH]2)[nH]c1=O	25.0	-0.9
O=C1c2cccc([N+](=O)[O-])c2C(=O)N1CN1CCOCC1	0.0	-0.2
COc1ccc(CC(=O)c2ccc(O)c(CN3CCCCC3C)c2O)cc1 (configuration not stated)	15.2	-47.9
NNc1nnc(-c2ccccc2)c(-c2ccccc2)n1	100.1*	1.4
COc1cc(OC)c(OC)cc1C=C1Oc2c(ccc3c2CN(CCN2CCOCC2)CO3)C1=O	30.5	-9.4
Cc1ccc(N2C(=O)NC(=O)/C(=C\c3ccc(OCC(=O)O)c(Br)c3)C2=O)cc1	2.0	-7.6
O=S(=O)(c1ccccc1Br)N(Cc1cn(CC2CCCCC2)nn1)C1CC1	3.4	-1.2
O=C(c1cncc(Br)c1)N1CCC(Cc2nnc(-c3ccccc3)o2)CC1	2.7	-0.6
CCOc1ccccc1NC(=O)CSc1nnc(-c2cccnc2)o1	-3.7	-6.9
COc1ccc(NC(=O)Nc2nccn(-c3cccc(Cl)c3)c2=O)cc1OC	-11.7	-5.1
CCS(=O)(=O)N1CCCc2cc(NS(=O)(=O)Cc3ccccc3Cl)ccc21	-9.4	0.0
CC1CC(C)CN(Cc2c(O)ccc3c2OC(=Cc2ccncc2)C3=O)C1 (configuration not stated)	4.1	-7.9

(continued)
SMILES	mHTT CaM bind	Pf apPOL block
O=C(Nc1ccc(F)c(Cl)c1)N1CCC(N2CCN(Cc3ccccc3)C2=O)CC1	3.3	0.8
CC(C)C(NC(=O)c1cccc(Cl)c1)C(C)C	-4.7	-6.2
COCCN1CCCc2ccc(NS(=O)(=O)Cc3cccc(C)c3)cc21	45.5	-12.3
N#CC1=C(N)Oc2cc(O)ccc2C1c1cccnc1 (configuration not stated)	-5.2	0.3
Cc1cc(NC(=O)CSc2ccc(-c3ccncc3)nn2)on1	-22.0	1.4
CN(CCc1ccccn1)C(=O)C1CCCN(c2cnn(Cc3ccccc3)c(=O)c2)C1 (configuration not stated)	5.8	-11.9
Cn1nc(COCc2ccccc2F)c2c1CCN(C(=O)COc1ccc(Cl)cc1)C2	37.6	-4.8
CC(C)(C)OC(=O)N1CCCN(C(=O)c2cccnc2Oc2ccc(Cl)cc2)CC1	.	-13.5
CC(=O)NCc1csc(C2CCN(C(=O)c3ccc(F)cc3F)CC2)n1	-2.0	-1.5
CCCCOc1ccc(C(=O)Nc2ccc(OCC(=O)N3CCOCC3)cc2)cc1	0.3	-5.9
COc1cccc2cc(C(=O)Nc3ccc4sccc4c3)oc12	-2.4	-0.6
CCOc1ccccc1NC(=O)CN(Cc1ccccc1)S(=O)(=O)c1ccc(F)cc1	-4.9	-6.8
CC(=O)c1ccc(NC(=O)Cn2c(-c3cccnc3)nc3ccccc32)cc1	-1.1	-7.3
COc1ccccc1NC(=O)CN1C(=O)c2ccccc2C1=O	-12.6	-2.8
O=C(O)c1ccc(NC(=O)c2cccc(S(=O)(=O)NCc3ccccc3)c2)cc1	-3.2	-4.4
O=C(Nc1ccc2nc(-c3ccco3)c(-c3ccco3)nc2c1)NC1CC1	99.4*	-2.1
Fc1ccc(CN2CCSCC2)cc1	5.2	0.4
O=C(CCCn1nc(-c2cccs2)ccc1=O)Nc1cc(Cl)ccc1Cl	-2.4	1.6
COc1ccc(Cl)cc1Nc1nc(C)nc2sc(C)cc12	-14.0	-17.1
O=S(=O)(NCc1nc2ccccc2[nH]1)c1ccc(Cl)cc1	24.0	-3.1
O=C(NCc1ccncc1)c1cccnc1N1CCNC(c2ccccc2)C1 (configuration not stated)	0.9	1.8
CC(=O)c1cc(F)c(N2CCN(C(=O)c3cccc(F)c3F)CC2)cc1C	3.7	0.2
COc1cccc(CN2CCc3nc(Nc4ccc5c(c4)OCO5)ncc3C2)c1OC	21.4	4.3
O=C(Nc1nccs1)[C@@H]1CC=C[C@@H]2CCN(C3CC3)C(=O)[C@@H]21	-2.1	-12.4
CCOc1cccc(CN2CCc3nc(N4CCN(c5ccccn5)CC4)ncc3C2)c1	42.7	-1.5
NC(COc1cccc(C(F)(F)F)c1)=NO	.	-15.6
COCCN1C(=O)CCc2cc(NC(=O)c3cc(C)cc(C)c3)ccc21	20.8	-3.4
O=C(Nc1cccc(Cl)c1)N1CCC2(CC1)Nc1cc(F)ccc1-n1cccc12	94.2*	1.3
CC(=O)Nc1nnc(SCC(=O)NC2CCCCC2)s1	-3.3	-3.1
CN1CCN(C(=O)c2ccc(-n3cccc3)nc2)CC1	6.6	-3.2
CCN1C(=O)c2cccc3c(NC(=O)c4cccc([N+](=O)[O-])c4)ccc1c23	.	-7.4
Cc1cccc2c(=O)oc(-c3ccc(F)cc3)nc12	0.0	0.0
Cc1ccccc1Cn1ccnc1C(N)=O	-5.2	0.9
Cc1cc([N+](=O)[O-])nn1CC(=O)NCCCn1ccnc1	-1.0	-1.3
O=c1c2c(nc3cc[nH]n13)CCN(S(=O)(=O)c1ccc3c(c1)CCC3)C2	-1.8	-2.9
Cc1ccc(C2C=C(c3ccc(Cl)cc3)Nc3nnnn32)c(C)c1 (configuration not stated)	0.0	-5.5
CN1CCN(c2cc(-n3nc(C(F)(F)F)cc3-c3ccccc3)ncn2)CC1	12.0	-0.5
CCCNC(=O)NS(=O)(=O)c1ccc(Cl)cc1	.	9.6
CCC(=O)N1CCc2sc(S(=O)(=O)Nc3cccc(OC)c3)cc2C1	4.5	-2.5
Cc1cc(C2CCCN2C(=O)C(C)C)on1 (configuration not stated)	-4.3	0.3
CC1(C)CC(=O)CC(C)(C)N1	.	-14.9
Cc1cc(C)c2c(CN3CCCC3)cc(=O)oc2c1	-6.9	-6.7
O=C(Cc1ccc(F)cc1)NC1CCCC1	-1.1	1.5
Cc1nn2c(CNC(=O)c3ccccc3Br)c(C)nc2s1	-1.1	4.1
CCn1cc(C(=O)NCCc2ccc(Cl)cc2)c(=O)c2ccc(C)nc21	0.0	0.6
C=CCN1C(=O)C(CC(=O)Nc2ccc(Br)cc2)SC1=Nc1ccc(O)cc1 (configuration not stated)	27.0	-0.2
Cc1cccc(CC(=O)NCCCN2CCN(c3ccccc3)CC2)c1	-5.8	-6.2
Cc1cccc(CN2CCc3nc(N4CCN(c5ccc(F)cc5)CC4)ncc3C2)c1	-5.9	-0.2
COc1ccc(-n2c(SCc3ccc([N+](=O)[O-])cc3)nnc2-c2ccncc2)cc1	19.7	-4.5
O=C(NCc1cccc(F)c1)N1CC2CC(NS(=O)(=O)c3cccs3)C1C2 (configuration not stated)	3.1	-2.7
NC(=O)C1CCN(C(=O)c2ccc([N+](=O)[O-])cc2Cl)CC1	5.5	-5.2
COc1ccc(N2CCN(C(=O)c3cn4cc(Cl)ccc4n3)CC2)cc1	4.0	-2.3
Cn1cccc1C(=O)N1CCCC(c2nc(-c3ccccc3)n[nH]2)C1 (configuration not stated)	-4.3	-0.2
O=C(Nc1cccc(Br)c1)c1cc(-c2ccco2)nc2ccccc12	23.0	-5.7
Cc1ccc(CC(=O)N2CCC(c3nc4cccnc4n3C)C2)cc1 (configuration not stated)	-0.8	-3.8
O=C(Cn1cnc2ccccc21)NCCCC(=O)Nc1cccc2cccnc12	-1.0	3.5
O=C(CCN1C(=O)c2cccc([N+](=O)[O-])c2C1=O)Nc1ccc(Cl)c(Cl)c1	6.0	-2.1
O=C(NCCCN1CCOCC1)Nc1ccc(Cl)cc1	-5.0	-8.3
O=C(CSC1=NCCN1)Nc1cccc(C(F)(F)F)c1	-4.0	-3.4
CCNc1ccc(Cl)cc1[N+](=O)[O-]	21.7	5.1
Additional entries:
SMILES	mHTT CaM bind	Pf apPOL block
Fc1ccc(Cc2cnc(Nc3ccc(F)cc3)s2)cc1	9.0	6.4
COc1ccc(OC)c(NC(=O)c2ccc(CN3CCc4ccccc4C3)cc2)c1	18.2	8.6
O=C(NCc1ccc(F)cc1)c1ccc2c(c1)NC(=O)C(N1CCOCC1)S2 (configuration not stated)	-1.0	-10.3
NC(=O)c1ncn(C2OC(CO)C(O)C2O)n1 (configuration not stated)	.	-8.8
CCOC(=O)c1oc2cc(OC(=O)c3ccccc3OC)ccc2c(=O)c1-c1ccc(OC)cc1	5.6	-0.2
COc1ccc2nc(C(=O)NCc3cccc(C)c3)cn2n1	-2.1	5.2
CN1CCN(C(=O)c2ccc(CN3CCN(c4ccc(F)cc4)CC3)o2)CC1	9.2	-4.3
COc1nn(C)cc1C(=O)N1CCC(c2nnc(-c3ccco3)s2)CC1	-14.0	0.2
O=C(CN(c1cccc([N+](=O)[O-])c1)S(=O)(=O)c1ccccc1)Nc1ccc2c(c1)OCO2	15.2	-1.3
Cc1c(Cl)cccc1NC(=O)c1ccc(-n2ccnc2)nn1	-2.5	0.3
Oc1ccccc1CNc1cccc(C(F)(F)F)c1	25.0	-4.1
Cc1nnc(SCC(=O)Nc2ccc(Oc3ccc(Cl)cc3)cc2)s1	-2.3	-0.9
Nc1c(C(=O)Nc2cccc(C(F)(F)F)c2)sc2nc3c(cc12)CCCCC3	-9.0	5.1
COc1cc(OC)cc(C(=O)N2CCN(C(=O)c3ccc(-c4ccccc4)cc3)CC2)c1	11.2	-3.9
CCOC(=O)C1=C(C(C)c2ccccc2)NC(=O)NC1C (configuration not stated)	.	-10.8
COc1cc(NC(=O)c2cn(C)c(=O)c3c2c2ccccc2n3C)cc(OC)c1OC	5.0	-0.7
COc1cccc(CN2C(=O)c3ccccc3C2C(=O)NC2CCCC2)c1 (configuration not stated)	-5.0	-21.3
COc1ccc(OCCn2c(CCNC(=O)C3CCCCC3)nc3ccccc32)cc1	-34.5	-6.8
COc1ccc(S(=O)(=O)Nc2ccc(S(=O)(=O)NC(=O)c3ccccc3)cc2)cc1OC	3.0	7.1
Cc1nc2sccn2c(=O)c1NC(=O)c1c(F)cccc1F	-4.7	0.2
O=[N+]([O-])c1ccc(C(O)CC(O)C(Cl)(Cl)Cl)cc1 (configuration not stated)	3.3	3.1
CCNc1cc(N2CCC(CCC(=O)N3CCN(C)CC3)CC2)ncn1	5.0	-1.6
Fc1ccc(NC(=S)NCCCN2CCOCC2)cc1Cl	.	-8.6&1.4
CC(C)c1cc(C(C)C)c(S(=O)(=O)NCCO)c(C(C)C)c1	5.5	4.3
CCC(=O)N1c2ccc(S(=O)(=O)Nc3cccc(OC)c3)cc2CC1C (configuration not stated)	8.0	3.9
CC(C)CCNC(=O)c1ccc2c(c1)NC(=O)C1CCCCN21 (configuration not stated)	5.0	4.9
CC(C)(O)/C=C1\Oc2ccc([N+](=O)[O-])cc2C1N1CCOCC1 (configuration not stated)	3.0	-3.9
CC(=O)N1CCN(c2nc3c(s2)CC(C(=O)NCCCN2CCOCC2)CC3)CC1 (configuration not stated)	5.0	-0.3
O=C(CCC1CCCN(C(=O)Nc2cccc(F)c2)C1)NCc1ccc(Cl)cc1 (configuration not stated)	3.9	-5.1
O=c1/c(=C/c2ccc(OCc3ccccc3)cc2)sc2ncnn12	8.0	-6.6
COc1ccc(N(CC(=O)NC2CCCCCC2)S(C)(=O)=O)cc1OC	2.5	-1.8
O=C(NCCCO)NCC12CC3CC(CC(C3)C1)C2	-5.7	5.3
S=C(NN=Cc1[nH]ncc1Br)Nc1ccccc1	.	-50.5
CCc1cc(C(=O)NCc2ccc(F)cc2)nc2ccnn12	-27.7	-5.9
CC(C)(C)C(=O)Nc1nc(-c2ccc(Br)cc2)cs1	-6.3	-6.2
O=C(NCCSc1ccccc1)c1ncn[nH]1	8.0	-10.7

Compound activity as filed in PubChem BioAssay.
